RGS12 GoLoco inh = qHTS Assay for Inhibitors of RGS12 GoLoco Motif Activity (Red Fluorophore); Guanine nucleotide-binding protein G(i) subunit alpha-1 (Homo sapiens), P63096; Gai1:RGS12 GoLoco peptide FP, rhodamine, 10 min; Potency, µM (doses to about 61.6 µM), for inactives: at the top dose activity, negative = inhibition, actives largely listed as inhibitors; actives 0.44% (n = 230,000); AID 880, 2007; active = well fitted inhibition curve with a large enough effect, not every such curve was filed as active; inactive = no such curve, though single readings can be large or run the other way; note: nearly all actives have a fitted effect of over 30% in size; many of its hits are not listed in these tables
Target sequence (P63096 whole entry, looked up): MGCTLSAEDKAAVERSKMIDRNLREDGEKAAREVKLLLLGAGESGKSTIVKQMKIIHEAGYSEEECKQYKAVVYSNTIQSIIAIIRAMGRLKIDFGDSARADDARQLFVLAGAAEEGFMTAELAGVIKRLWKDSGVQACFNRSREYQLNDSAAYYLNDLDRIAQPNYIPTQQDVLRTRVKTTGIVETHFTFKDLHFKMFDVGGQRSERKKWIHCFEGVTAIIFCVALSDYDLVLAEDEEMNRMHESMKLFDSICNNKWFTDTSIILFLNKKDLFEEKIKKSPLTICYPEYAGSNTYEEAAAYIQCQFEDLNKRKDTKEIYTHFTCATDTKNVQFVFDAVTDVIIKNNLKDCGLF
L3MBTL1 inh = qHTS Assay for the Inhibitors of L3MBTL1. Lethal(3)malignant brain tumor-like protein 1 (Homo sapiens), Q9Y468. AlphaScreen L3MBTL1–H3K9me1 peptide binding. Potency, µM (highest dose often 57.1 µM), for inactives: at the highest dose activity, negative = inhibition, actives largely listed as inhibitors. actives 0.66% (n = 230,000). AID 485360, 2010; note: nearly all actives have a fitted effect of over 60% in size
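L3MBTL1 (50 nM) pre-complexed 30 min with biotinylated H3(1-15)K9me1 peptide (75 nM), then compounds added for 30 min at room temperature; AlphaScreen streptavidin donor/nickel chelate acceptor beads (10 ug/mL final) read after 30 min dark incubation.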
TRb SRC2 PPI = qHTS for Inhibitors of the Interaction of Thyroid Hormone Receptor and Steroid Receptor Coregulator 2; Thyroid hormone receptor beta (Homo sapiens), P10828; TRbeta-SRC2 peptide binding, fluorescence polarization; receptor liganded with 1 µM T3; Potency, µM (titrated, usually from 106 µM), for the others: top-dose activity change, negative = inhibition, usual class: inhibitors; actives 0.065% (n = 280,000); AID 1469, 2008;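 note: plate controls were bound peptide for no effect and peptide without receptor for full effect; nearly all actives have a fitted effect of over 50% in size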
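Assay buffer: 20 mM Tris-HCl, 100 mM NaCl, 10% glycerol, 1 mM EDTA, 0.01% NP-40, 1 mM DTT, 1 uM T3, 5% DMSO; TRb LBD 0.6 uM, Texas Red SRC2 20 nM; FP after 5 hr.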
RECQ1 inh = qHTS Assay for Inhibitors of RecQ-Like Dna Helicase 1 (RECQ1). AID 2549, 2010. Potency, µM (doses to about 57.3 µM), inactives show top-dose activity, negative = inhibition, most hits filed as inhibitors. RECQ1 DNA unwinding, red fluorescence kinetic read. actives 0.54% (n = 240,000). ATP-dependent DNA helicase Q1 (Homo sapiens), P46063;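 note: plate controls were vehicle for no effect and no enzyme for full effect; nearly all actives have a fitted effect of over 30% in size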
Target sequence (P46063 whole entry, looked up): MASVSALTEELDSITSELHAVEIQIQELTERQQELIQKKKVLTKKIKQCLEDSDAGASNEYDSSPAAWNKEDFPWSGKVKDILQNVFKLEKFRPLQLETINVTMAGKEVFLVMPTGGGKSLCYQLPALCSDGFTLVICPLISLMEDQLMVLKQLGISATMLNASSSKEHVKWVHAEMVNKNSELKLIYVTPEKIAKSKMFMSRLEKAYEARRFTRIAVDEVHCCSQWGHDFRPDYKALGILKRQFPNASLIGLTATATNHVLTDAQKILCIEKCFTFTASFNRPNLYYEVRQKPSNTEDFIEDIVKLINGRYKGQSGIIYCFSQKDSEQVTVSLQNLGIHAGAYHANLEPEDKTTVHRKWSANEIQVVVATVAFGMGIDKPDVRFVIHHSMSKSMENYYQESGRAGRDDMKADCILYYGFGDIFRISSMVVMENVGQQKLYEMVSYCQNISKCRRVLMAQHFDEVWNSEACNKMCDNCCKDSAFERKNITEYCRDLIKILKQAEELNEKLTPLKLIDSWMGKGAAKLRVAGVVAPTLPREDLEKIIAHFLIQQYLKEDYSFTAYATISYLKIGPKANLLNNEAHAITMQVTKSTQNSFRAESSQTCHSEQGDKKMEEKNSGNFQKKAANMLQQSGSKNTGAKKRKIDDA
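50 nM RECQ1T1 preincubated 15 min with compound in Tris pH 8.0 buffer with MgCl2, DTT, Tween-20 and 2.5 ug/ml poly(dI-dC); started with 200 nM TAMRA/BHQ-2 forked duplex and 2 mM ATP. Unwinding read as fluorescence (525/598 nm), two reads 2 h apart.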
GAA spleen mod = qHTS Assay for Inhibitors and Activators of Human alpha-Glucosidase From Spleen Homogenate | actives 0.006% (n = 240,000) | human spleen homogenate, 4-MU-alpha-glucoside fluorescence | AID 2112, 2009 | Potency, µM (titrated, usually from 79.9 µM), for the others: top-dose activity change, negative = inhibition, actives largely listed as inhibitors;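 note: 0% = enzyme with vehicle and -100% = no enzyme basal signal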
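Human spleen homogenate (1 ug) incubated with compounds and 1 mM 4-methylumbelliferyl-alpha-D-glucopyranoside in pH 5.0 citrate/phosphate buffer, 37 C, 40 min. Stopped at pH 10; 4-MU fluorescence (Ex 365/Em 440 nm); AC50 by Hill fit.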
TexasRed fluor = Total Fluorescence Counterscreen for Inhibitors of the Interaction of Thyroid Hormone Receptor and Steroid Receptor Coregulator 2. TRb/SRC2 Texas Red total fluorescence interference. Potency, µM (top dose mostly 106 µM), without a hit: top-dose fluorescence change, negative = quenching. actives 0.29% (n = 280,000). AID 1479, 2009; active = well fitted curve in either direction with a large enough effect; inconclusive = small, poorly fitted or top-dose-only effect
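Human TRb ligand-binding domain at 0.6 uM with 20 nM Texas Red SRC2 peptide in Tris buffer containing 1 uM T3 and 5% DMSO, incubated with compound 5 h at ambient temperature. Total fluorescence (555/632 nm) calculated as parallel + 2 × perpendicular.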
GAA inhib = qHTS Assay for Inhibitors of Human alpha-Glucosidase as a Potential Chaperone Treatment of Pompe Disease; Lysosomal alpha-glucosidase (Homo sapiens), P10253; purified human GAA, 4-MU-alpha-glucoside fluorescence; Potency, µM (highest dose often 76.9 µM), without a hit: at the highest dose activity change, negative = inhibition, most hits filed as inhibitors; actives 0.005% (n = 200,000);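 note: plate controls were uninhibited enzyme wells for no effect and no-enzyme background for full effect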
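Read-out is 4-methylumbelliferone fluorescence (Ex 365/Em 440 nm) after NaOH/glycine stop at pH 10. Enzyme 4 nM, substrate 400 uM, pH 5.0 citrate buffer, 20 min room temperature; AC50 from Hill-equation concentration-response.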
GAA glycogen = qHTS Assay for Inhibitors and Activators of Human alpha-Glucosidase Cleavage of Glycogen | Lysosomal alpha-glucosidase (Homo sapiens), P10253 | recombinant GAA, glycogen substrate, Amplex Red glucose oxidase fluorescence | Potency, µM (highest dose often 76.4 µM), inactives show at the highest dose activity change, negative = inhibition, usual class: inhibitors | actives 0.38% (n = 300,000);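 note: 0% = full enzyme reaction and -100% = no-enzyme basal signal; the screen sought inhibitors and activators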
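qHTS, 1536-well; enzyme 4 nM final; cpd up to 77 uM; substrate bovine liver glycogen 30 ug; 50 mM citrate/phosphate pH 5.0, 0.01% Tween-20; 37 C, 40 min; Amplex Red detection 45 min RT; Hill fit → AC50.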
The depositor's hits bear a star; i = inactive; ? = inconclusive; nt = not tested or not shown; & = joins results of further samples; [ ] = dose if it differs, or a comment. Unless noted, calls come from the whole dose curve; as a rule, active = well fitted curve in the direction sought with a large enough effect; inconclusive = small, poorly fitted or top-dose-only effect, or another doubt; inactive = no such curve, though single readings can be large; an effect the other way counts as inactive or inconclusive. Unless noted, % is set by controls: 0 for no effect and ±100 for the full control effect; potency is the fitted concentration of half-maximal effect. An excerpt; the hit share may differ from the screen's.

smiles	TexasRed fluor	L3MBTL1 inh	RGS12 GoLoco inh	GAA glycogen	RECQ1 inh	TRb SRC2 PPI	GAA spleen mod	GAA inhib
COc1cc(CNC(C)(C)CO)ccc1OCC(=O)Nc1ccc(Br)cc1	2%	1%	11%	-6%	-7%	0%	-1%	3%
COc1cc(/C=C(\C#N)C(=O)NCC2CCCO2)ccc1O (stereo unspecified)	1%&0%	3%	-2%	-5%[76.3 µM]	-3%	-4%&2%	-14%	-2%
c1nc(N2CCOCC2)c2c3c(sc2n1)CCCC3	-1%	3%	2%	-2%	8%	7%	-25%	5%
COc1ccc(C2c3c(noc3C)CC(C)(O)C2C(C)=O)cc1 (stereo unspecified)	-2%	-4%	6%	7%	-1%	3%	-1%	nt
COC(=O)Cn1c2ccccc2c2nc(=O)cc(C)n21	-3%	nt	3%	-10%	-2%	-6%	5%	3%
CNC(=O)COC(=O)c1cc2c(s1)CCCC2	2%	nt	3%	-6%	-2%	-5%	-6%	-3%
Cc1cccc(C)c1-n1c(C)cc(/C=N/NC(=O)CSc2ncccn2)c1C	-1%	-2%	-2%	-7%	-6%	-18%	-7%	-3%
CCOC(=O)C1Cc2ccccc2C(=O)O1 (stereo unspecified)	1%	0%	3%	5%	-7%	4%	1%	-13%
COc1ccc(NC(=O)C2CCCN2S(=O)(=O)c2cccc3cccnc23)c(OC)c1 (stereo unspecified)	-1%	0%	-1%	2%	5%	9%	-9%	7%
CCCCCCCC1(C)NC(=O)NC1=O (stereo unspecified)	1%	10%	7%	-5%	-3%	0%	1%	nt
OCC1(Cc2ccccc2)CCCN(Cc2ccn[nH]2)C1 (stereo unspecified)	-1%	1%	-10%	-7%	-3%	-2%	-2%	6%
CCOC(=O)C1CCCN(C(=O)c2csc(-c3ccc4c(c3)CCO4)n2)C1 (stereo unspecified)	-1%	-3%	9%	-1%	6%	6%	3%	nt
COc1ccccc1CNC(=O)c1cc(-c2cccnc2)nc2ccccc12	-4%	-9%	6%	-4%	-2%	0%	-1%	2%
O=C(c1cccnc1Nc1ccccc1F)N1CCOCC1	-2%	nt	7%	7%	i	3%	-2%	-2%
Cc1ccc(-c2noc(C3CCCN(C(=O)C4CCCCC4)C3)n2)o1 (stereo unspecified)	3%	nt	-18%	-1%	-4%	-4%	-2%	-3%

Overlap with the part before: two compounds; new compounds follow.
smiles	TexasRed fluor	L3MBTL1 inh	RGS12 GoLoco inh	GAA glycogen	RECQ1 inh	TRb SRC2 PPI	GAA spleen mod	GAA inhib
O=C(c1cccnc1Nc1ccccc1F)N1CCOCC1	-2%	nt	7%	7%	i	3%	-2%	-2%
Cc1ccc(-c2noc(C3CCCN(C(=O)C4CCCCC4)C3)n2)o1 (stereo unspecified)	3%	nt	-18%	-1%	-4%	-4%	-2%	-3%
N#CCCn1nc(-c2ccccc2)cc1Nc1ccccc1NC(=O)c1cccs1	0%	-7%	13%	?	i	-6%	-4%	-17%
CC1(C)CC(=O)/C(=C(\O)CCCN2C(=O)c3ccccc3C2=O)C(=NCC(=O)O)C1	-1%	nt	5%	0%	i	-4%	1%	-3%
COC(=O)CN(c1ccc(F)cc1)S(=O)(=O)c1ccccc1	1%	35%[activator]	5%	-2%	-4%	-1%	-11%	-6%
CCN(CC)CCN=CC1=C(O)CNC1=O	1%	3%	8%	12%	3%	0%	-3%	-4%
CC1=Nc2ccc(C)cc2N(Cc2ccccc2)C(=O)C1	-1%	nt	-7%	7%	i	-14%	-4%	-6%
COc1ccc(C(CC(=O)N2CCN(c3ccccc3)CC2)c2c(O)cc(OC)cc2OC)cc1 (stereo unspecified)	-2%&-2%	nt	3%	-13%	?	-4%&13%	2%&1%	nt
COc1ccc(/C=N/Nc2nnc(Cc3ccccc3)c(=O)[nH]2)cc1OC	0%	0%	5%	-2%	-15%	4%	2%	nt
CCCNC(=O)C(=O)NCc1ccccn1	-3%	1%	7%	-2%	i	10%	0%	13%
CC1(C)CC(=O)c2cc(C(=O)NCc3ccco3)c(=O)n(-c3ccc(Cl)cc3)c2C1	-2%	-9%	-22%	13%	-6%	-26%	-20%	-5%
CC(C)Cn1c(-c2cccs2)nc2ccccc21	0%	nt	2%	-1%	15%	3%	-1%	-2%
CCOC(=O)Cn1c(=O)c2c(nc(Br)n2Cc2ccccc2)n(C)c1=O	-5%	-7%	12%	-8%	-25%	3%	4%	?
O=C(CBr)N1CCc2ccccc2C(c2ccccc2)C1 (stereo unspecified)	2%	6%	1%	4%	7%	3%	-2%	nt
O=C1CN(C(=O)COC(=O)c2oc3ccccc3c2COc2ccccc2)c2ccccc2N1	-4%	nt	2%	-10%	-13%	-3%	0%	?
N=C1/C(=C\c2coc3ccc(O)cc3c2=O)C(=O)N=C2SC=CN12	-2%	?	130%[activator]	?	25µM*	14%	1%	-5%
COc1ccc2c(c1)N(C)/C(=C1/SC(=NCc3ccccc3)N(c3ccccc3)C1=O)S2	0%	-1%	3%	-5%	-2%	-3%	-5%	2%
C=CCNC(=O)c1c(Cl)cnn1-c1ccc(C)cc1	1%	12%	6%	19%	i	-3%	-15%	nt
COc1ccc(COC(=O)c2n[nH]c3ccccc23)cc1F	-1%	-2%	-5%	-1%	-4%	-1%	2%	-6%
O=C(/C=C/c1ccccc1O)c1ccc(Cl)cc1	-4%	-15%	-1%	-16%	-10%	-1%	-1%	nt
COc1ccc(C2=NN(C(=O)c3cccs3)C(c3ccccc3OC)C2)cc1OC (stereo unspecified)	-1%	-4%	5%	4%	i	1%	-2%	7%
Cc1nc2ccccc2c(=O)n1CCCn1ccnc1	1%	-8%	0%	-2%	-3%	-1%	-1%	6%
O=C(NC1CC1)C1=C[C@@H](C2CCCCC2)C[C@@H](OCCCCO)O1	1%	14%	-2%	9%	-17%	-3%	1%	nt
CNC(=O)COC(=O)c1cc2c(C)nn(-c3ccc(F)cc3)c2s1	2%	-3%	8%	0%	i	4%	-4%	-4%
COc1ccc(S(=O)(=O)N2CCCC(C(=O)NCc3ccc4c(c3)OCO4)C2)cc1 (stereo unspecified)	-2%	nt	4%	1%	-12%	6%	-6%	nt
COc1ccccc1-n1c(SCC(=O)NC2CCCC2)nc2cccnc21	-2%	-2%	-2%	-5%	i	-4%	3%	6%
Clc1ccc(COn2nnc3ccccc32)c(Cl)c1	0%	nt	8%	-12%	-1%	-4%	1%	0%
CC1CC(C)(C)N2C(=O)C3(Nc4ccccc4S3)c3cccc1c32 (stereo unspecified)	-3%	nt	-1%	?	-15%	-11%	-7%	1%
O=c1c(Oc2ccccc2F)coc2cc(OCc3cnn(-c4ccccc4)c3)ccc12	-5%	-10%	-13%	8%	-12%	1%	-4%	0%
CCc1ccc(Nc2nnc(SCC(=O)Nc3ccc(C(=O)O)cc3)s2)cc1	-1%	-1%	3%	4%	-3%	1%	-3%	nt
C/C(O)=C\c1nc(=O)c2c(C)cc(C)nc2n1-c1ccccc1	-6%	nt	-1%	0%	-6%	-1%	3%	-5%
CC(C)(O)CNC(=O)Nc1ccc(Cl)c(Cl)c1	-2%	3%	5%	3%	1%	3%	1%	nt
CCOC(=O)CSCC(NC(=O)OC(C)(C)C)C(=O)OCC (stereo unspecified)	-1%	8%	-4%	4%	-13%	-2%	-13%	-2%
Cc1ccc(C(=O)NCCN2C3=NC[C@@H](Cc4ccccc4)N3C[C@H]2Cc2ccc(O)cc2)cc1Br	-4%	-26%	6%	-5%	-28%	-1%	-6%	nt
CCN(C(=O)Cc1c(C(=O)O)[nH]c2ccccc12)c1cc(OC)ccc1OC	3%	-2%	7%	5%	-7%	-13%	-14%	-1%
CN(CCO)CC(O)Cn1cnc2c1c(=O)n(C)c(=O)n2C (stereo unspecified) (tested in a mixture with another compound)	-2%	4%	8%	2%	-3%	5%	4%	2%[15.4 µM]
O=C(Nc1cccc(O)c1)c1cnn2cccnc12	2%	nt	0%	-34%	i	-3%	8%	-5%
CCc1cccc(CC)c1NC(=S)Nc1ccc2cn[nH]c2c1	-1%	nt	3%	-9%	-2%	4%	-3%	nt
Cc1cc(C)c2nc(SC(C)C#N)cc(C)c2c1 (stereo unspecified)	0%	nt	-9%	5%	-10%	-9%	-2%	-5%
CS(=O)(=O)N(Cc1ccc(C(=O)N2CCc3ccccc3C2)cc1)c1ccccc1	-2%[53 µM]	3%	0%	10%	i	1%[53 µM]	2%	7%
O=C(N/N=C/C(c1ccccc1)c1ccccc1)c1ccccc1F	-5%	43%[activator]	18%	-30%	i	-4%	1%	0%
